G9a inh = qHTS Assay for Inhibitors of Histone Lysine Methyltransferase G9a; G9a H3K9 monomethylation, AlphaScreen, 2 h; 8.8% of 350,000 active; Potency, µM (highest dose often 102 µM), for the others: at the highest dose activity, negative = inhibition, usual class: inhibitors; Histone-lysine N-methyltransferase EHMT2 (Homo sapiens), Q96KQ7; AID 504332, 2011; note: potency is the fitted concentration of half-maximal effect; % is set by controls: 0 for no effect and ±100 for the full control effect; nearly all actives have a fitted effect of over 75% in size
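Compounds were preincubated with 20 nM G9a for 15 min, after which biotinylated H3K9 peptide (500 nM) and SAM (20 uM) started a 2 h room-temperature reaction. Monomethylated product was quantified by antibody-based AlphaScreen chemiluminescence.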
GLS inhibitor = qHTS for Inhibitors of Glutaminase (GLS); Potency, µM (doses to about 45.5 µM), without a hit: at the highest dose activity change, negative = inhibition, most hits filed as inhibitors; AID 624170, 2012; GLS enzymatic activity, qHTS titration; 0.21% of 410,000 active; note: potency is the fitted concentration of half-maximal effect; % is set by controls: 0 for no effect and ±100 for the full control effect
Target sequence (O94925 whole entry, looked up): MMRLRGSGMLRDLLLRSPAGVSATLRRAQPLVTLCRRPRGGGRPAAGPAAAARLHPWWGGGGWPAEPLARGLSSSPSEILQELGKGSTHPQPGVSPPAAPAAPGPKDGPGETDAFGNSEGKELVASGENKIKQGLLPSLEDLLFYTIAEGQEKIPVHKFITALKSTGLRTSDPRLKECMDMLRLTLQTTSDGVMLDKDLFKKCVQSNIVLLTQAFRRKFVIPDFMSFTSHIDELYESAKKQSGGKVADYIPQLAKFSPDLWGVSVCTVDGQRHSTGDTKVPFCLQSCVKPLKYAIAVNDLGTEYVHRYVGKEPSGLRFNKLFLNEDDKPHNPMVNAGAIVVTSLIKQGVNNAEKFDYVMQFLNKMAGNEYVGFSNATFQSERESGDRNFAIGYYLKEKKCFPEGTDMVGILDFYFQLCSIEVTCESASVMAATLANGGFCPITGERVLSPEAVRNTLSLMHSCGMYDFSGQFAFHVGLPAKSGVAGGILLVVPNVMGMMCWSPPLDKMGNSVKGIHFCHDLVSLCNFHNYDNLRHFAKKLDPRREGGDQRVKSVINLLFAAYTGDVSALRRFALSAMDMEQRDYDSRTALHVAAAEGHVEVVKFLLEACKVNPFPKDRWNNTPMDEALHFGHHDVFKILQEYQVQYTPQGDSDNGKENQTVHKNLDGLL
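Glutamate formation by hKGA was monitored fluorometrically using coupled glutamate oxidase, HRP and Amplex Red. Substrate was added as 1 mM L-glutamine solution; incubation was 30 min at RT after an initial read.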
ERG-DNA inh = qHTS for Small Molecule Inhibitors of the ERG Ets/DNA interaction | Transcriptional regulator ERG (Homo sapiens), P11308 | fluorescence polarization, His-ERG Ets domain / labelled DNA | Potency, µM (highest dose often 76.9 µM), for inactives: at the highest dose FP activity, negative = inhibition, actives largely listed as inhibitors | 0.028% of 370,000 active; active = well fitted inhibition curve with a large enough effect in the polarisation, with a control signal flat; inconclusive = small, poorly fitted or top-dose-only effect, or effect the other way, or a change in a side signal; inactive = no such curve, though single readings can be large or run the other way; the % refers to the polarisation;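 note: polarization taken with two DNA probes labelled with fluorescein and Texas red; potency is the fitted concentration of half-maximal effect; % of control where 0% means no effect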
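His-tagged ERG Ets domain (1 uM in the protein solution; 300mM KCl, 50mM Tris-HCl, 1mM EDTA, 1mM DTT, pH 7.5) received compound, then a probe mix of 5 nM fluorescein-DNA and 100nM Texas-615-DNA. Fluorescence polarization was read for both dyes.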
JMJD2A Tudor = qHTS Assay for Inhibitors of JMJD2A-Tudor Domain; Potency, µM (highest dose often 114 µM), inactives show at the top dose activity change, negative = inhibition, hits mostly inhibitors; Lysine-specific demethylase 4A (Homo sapiens), O75164; AlphaScreen JMJD2A-Tudor / H3K4me3 peptide binding; AID 504339, 2011; 4.4% of 390,000 active; note: potency is the fitted concentration of half-maximal effect; % is set by controls: 0 for no effect and ±100 for the full control effect; nearly all actives have a fitted effect of over 50% in size
Pin1 inh = qHTS Assay to Find Inhibitors of Pin1; Peptidyl-prolyl cis-trans isomerase NIMA-interacting 1 (Homo sapiens), Q13526; Pin1 FP peptide displacement, HiFluor488, 10 min; Potency, µM (doses to about 115 µM), inactives show at the top dose activity, negative = inhibition, actives largely listed as inhibitors; 0.009% of 390,000 active; AID 504891, 2011; active = well fitted inhibition curve with a large enough effect in the polarisation, with a control signal flat, not every such curve was filed as active; inconclusive = small, poorly fitted or top-dose-only effect, or effect the other way, or a change in a side signal; inactive = no such curve, though single readings can be large or run the other way; the % refers to the polarisation; note: potency is the fitted concentration of half-maximal effect; % is set by controls: 0 for no effect and ±100 for the full control effect
Target sequence (Q13526 whole entry, looked up): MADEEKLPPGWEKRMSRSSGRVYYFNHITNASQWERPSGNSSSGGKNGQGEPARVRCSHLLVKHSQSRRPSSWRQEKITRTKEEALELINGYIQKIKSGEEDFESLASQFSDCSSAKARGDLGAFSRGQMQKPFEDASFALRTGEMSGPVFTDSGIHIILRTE
BAZ2B inh = qHTS Assay for Inhibitors of BAZ2B; Potency, µM (titrated, usually from 114 µM), inactives show top-dose activity change, negative = inhibition, actives largely listed as inhibitors; AID 504333, 2011; 4.4% of 360,000 active; AlphaScreen BAZ2B-H3K14Ac peptide displacement; Bromodomain adjacent to zinc finger domain protein 2B (Homo sapiens), Q9UIF8; note: potency is the fitted concentration of half-maximal effect; % is set by controls: 0 for no effect and ±100 for the full control effect; nearly all actives have a fitted effect of over 60% in size
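Complex of BAZ2B and biotin-H3K14Ac (50 nM apiece) forms over 30 min at RT, then faces library compounds up to 110 uM for another 30 min; AlphaScreen beads added, 20 min dark incubation, luminescence read.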
PI4K2A inh = qHTS for small molecular inhibitors of PI4K2A; Phosphatidylinositol 4-kinase type 2-alpha (Homo sapiens), Q9BTU6; purified PI4K2A, ADP-Glo luminescence, 1 h; active compounds read low; activity change, negative = inhibition, % at 76.9 µM; 0.13% of 420,000 active; AID 1346378, 2018; in the data active = activity change below about -50%; inconclusive = mostly about -30% to -49%;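 note: -100% = wells without enzyme as full effect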
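Compounds are screened against recombinant PI4K2A using PI as substrate and ATP, the latter dispensed at 300 microM. Reactions run one hour at ambient temperature before ADP-Glo detection; full inhibition defined by wells lacking enzyme.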
PGK inhibitor = qHTS Assay to Find Inhibitors of Phosphoglycerate Kinase | PGK/GAPDH coupled, Kinase-Glo luminescence, 60 min | Phosphoglycerate kinase, glycosomal (Trypanosoma brucei brucei), P07378 | 0.043% of 380,000 active | Potency, µM (series often up to 57.5 µM), for the others: top-dose activity change, negative = inhibition, actives largely listed as inhibitors; note: potency is the fitted concentration of half-maximal effect; % is set by controls: 0 for no effect and ±100 for the full control effect; nearly all actives have a fitted effect of over 60% in size
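Luminescent ATP detection (Kinase-Glo Plus) follows a 60-minute room-temperature incubation, with wells lacking PGK as controls. Buffer: 100 mM TEA (pH 7.6), 5 mM MgCl2, 0.01% Tween-20. Coupling enzyme GAPDH (100 nM final) supplies unstable 1,3-BPG in-well.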
HP1b binding inh = HTS for Inhibitors of HP1-beta Chromodomain Interactions with Methylated Histone Tails. Chromobox protein homolog 1 (Homo sapiens), P83916. AID 540317, 2011. 0.56% of 390,000 active. Potency, µM (doses to about 114 µM), without a hit: at the top dose activity change, negative = inhibition, usual class: inhibitors. AlphaScreen HP1-beta / biotin-H3K9me3 peptide binding; note: potency is the fitted concentration of half-maximal effect; nearly all actives have a fitted effect of over 70% in size; inactives centre near 23
Target sequence (P83916 whole entry, looked up): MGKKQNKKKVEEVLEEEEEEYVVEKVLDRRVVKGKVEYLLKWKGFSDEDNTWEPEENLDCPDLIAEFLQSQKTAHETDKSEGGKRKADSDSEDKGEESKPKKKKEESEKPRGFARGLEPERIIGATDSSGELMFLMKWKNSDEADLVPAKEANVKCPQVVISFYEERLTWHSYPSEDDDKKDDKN
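AlphaScreen: HP1-beta (50 nM) preformed 30 min with biotin-H3(1-18)K9me3 peptide (50 nM) in PBS pH 7.4, 0.01% Tween-20. Compound added for 30 min at RT, then streptavidin donor/nickel chelate acceptor beads (10 ug/mL) for 30 min.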
* hit, by the source's call; i = inactive; u = inconclusive; x = not tested or not shown; [ ] = remark or other dose. Unless noted, calls come from the whole dose curve; as a rule, active = well fitted curve in the direction sought with a large enough effect; inconclusive = small, poorly fitted or top-dose-only effect, or another doubt; inactive = no such curve, though single readings can be large; an effect the other way counts as inactive or inconclusive.

SMILES | G9a inh | GLS inhibitor | ERG-DNA inh | JMJD2A Tudor | Pin1 inh | BAZ2B inh | PI4K2A inh | PGK inhibitor | HP1b binding inh
Cc1sc2ncnc(SCC(=O)N(C(C)C)C(C)C)c2c1C | x | -1.2% | 23.0% | -7.5% | 10.5% | -11.1% | -0.5 | 5.6% | 53.0%[activator]
CCCC(C)C(=O)Nc1ccncc1 (stereo not drawn) | 21.1%[59 µM] | 1.2% | -5.5% | 7.9%[57.1 µM] | -2.5% | -6.1% | 0.4 | -0.9% | 41.9%[activator]
O=C(Nc1ccncc1)c1c(Cl)cccc1Cl | 10.0% | 1.0% | -5.3% | 4.6% | 1.5% | -6.8% | 1.7 | -7.6% | 13.2%
Cc1cccc(OC(=O)c2snnc2C)c1 | u | -2.0% | 10.4% | 14.6% | -4.5% | 17.2% | -0.4 | 8.6% | 44.5%[activator]
CCCCN(C(=O)c1cc(S(=O)(=O)N2CCCCCC2)ccc1OC)c1ccccc1 | -30.3% | 0.7% | -2.8% | -9.0% | 0.9% | 7.3% | -3.7 | -0.4% | 48.2%[activator]
COC(=O)CC1(C(=O)OC)Oc2ccccc2C(=O)N1c1ccc(F)cc1F (stereo not drawn) | x | -12.8% | -6.2% | 4.5% | -6.9% | x | -0.1 | -10.0% | 14.0%
COC(=O)c1sc(NC(=O)COc2ccc(C)cc2)nc1C | 9.8% | 0.4% | -0.1% | 7.8% | -12.4% | 3.0% | -7.0 | -3.3% | 23.6%
NC(=O)c1oc2ccccc2c1NC(=O)c1ccc([N+](=O)[O-])o1 | 14.1% | -11.9% | 14.1% | -0.3% | 3.9% | 0.6% | -3.0 | -8.7% | 33.2%
Clc1ccccc1COc1ccc(/C=N/n2cnnc2)cc1 | -10.0%[59 µM] | -0.5% | -7.8% | u | 28.3% | u | 4.2 | 0.7% | 32.2%
CCC(C(=O)Nc1ccc(S(=O)(=O)N(C)C2CCN(C)CC2)cc1)c1ccccc1 (stereo not drawn) | u | 0.7% | -3.9% | -13.4% | 4.7% | -7.2% | -0.6 | 3.3% | 35.6%
Cc1ccc(CNC(=O)CN(C(=O)C2(C)CC(=O)N=C3C=CC=CN32)c2ccccc2F)cc1 (stereo not drawn) | -6.7% | -2.2% | 16.4% | -1.4% | 1.8% | -9.9% | -8.1 | -6.3% | -21.8%
O=C(COC(=O)c1ccc2c(c1)OCO2)Nc1ccccc1Cl | -0.8%[59 µM] | -0.3% | -4.4% | -4.7% | 0.8% | -0.3% | 3.0 | -2.7% | 37.2%[activator]
COC(=O)c1cccnc1-n1c(=O)c2cccnc2n(Cc2cccc([N+](=O)[O-])c2)c1=O | -40.5% | 0.8% | 11.0% | -32.9% | -0.3% | x | -2.6 | -4.0% | 17.7%
CCc1c(C)sc2c1CCN(C(=O)Nc1ccccc1Cl)C2c1ccc(OC)cc1 (stereo not drawn) | 4.2%[12.7 µM] | 4.1% | -2.7% | -10.9% | 6.4% | -22.8% | -0.6 | 7.2% | 20.7%
CON/C=C(\C=Nc1ccc(Cl)cc1Cl)c1ncc(C(F)(F)F)cc1Cl | 19.1%[59 µM] | -0.3% | -7.6% | -12.6% | -3.1% | 2.7% | 4.1 | 1.4% | 16.1%
O=C(N/N=C1\CCc2ccccc21)c1ccncc1 | 28.5% | 13.8% | 4.5% | -29.8% | -6.4% | -2.2% | -20.6 | -9.1% | 3.3%
CC(C)c1ccccc1NC(=O)Cn1c(-c2ccccc2Cl)nc2ccccc21 | 9.5%[59 µM] | -12.8% | -13.5% | -15.2% | 1.4% | 3.5% | -1.4 | -3.3% | 26.3%
CC(C)C(NC(=O)c1ccc(Cl)cc1)C(=O)NCC1CCCO1 (stereo not drawn) | 14.8% | -10.7% | 14.5% | -4.1% | u | 2.4% | 3.7 | -3.0% | 21.8%
CCOC(=O)C(CCCCCOc1ccc([N+](=O)[O-])cc1)C(=O)OCC | 11.9%[2.33 µM] | 2.6% | -8.7% | 51.5%[activator] | -2.6% | 35.0% | 1.7 | 2.0% | 141.3%
CS(=O)(=O)Nc1ccc(C(=O)NCCSCc2ccco2)cc1 | -26.3%[59 µM] | 5.1% | -3.1% | -14.2% | -8.7% | 4.8% | -3.2 | i | 19.2%
CCN(CC)C(=O)c1sc2c(c1C)c(=O)n(-c1ccc(OC)cc1OC)c(=O)n2CC(=O)c1ccc(Cl)cc1 | -6.2%[59 µM] | 6.2% | 4.4% | -21.0% | 43.4%[activator] | 13.3% | -6.0 | -8.3% | 53.9%
CCCCC1=NC2(CCCC2)C(=O)N1Cc1ccc(-c2ccccc2-c2nn[nH]n2)cc1 | -11.3%[2.33 µM] | 2.4% | x | x | x | -4.6% | -3.4 | x | x
COc1ccc(Nc2nccc(N(C)C)c2C#N)cc1 | 31.7% | 1.6% | -1.6% | -3.5% | -2.5% | -0.4% | -1.9 | -9.2% | 21.0%
COc1cccc(N2CC(C(=O)Nc3nnc(SCCC4OCCO4)s3)CC2=O)c1 (stereo not drawn) | 28.2µM* | 1.7% | 6.8% | -3.5% | u | -15.2% | -4.9 | -0.8% | 16.7%
CN(C)S(=O)(=O)n1cc(/C=C(\NC(=O)c2ccccc2Cl)C(=O)N2CCCC2)c2ccccc21 | 16.2% | 3.6% | -4.0% | 6.5% | -3.2% | 2.8% | 0.9 | 5.9% | 22.6%
CC(CCN1CCN=C1N(C)C)c1ccccc1 (stereo not drawn) | 11.1%[2.33 µM] | -0.9% | -12.5% | -15.1% | 4.6% | -4.6% | -2.4 | 3.9% | 30.0%
Cn1c(=NC(=O)c2cnccn2)sc2ccccc21 | -9.4%[59 µM] | -3.6% | -3.4% | -3.2% | 0.7% | -13.2% | -1.6 | 5.0% | 36.2%[activator]
CNC(=O)c1c(NC(=O)CCS(=O)(=O)c2ccc(C)cc2)sc(C)c1C | -24.4% | -2.1% | 3.1% | -16.2% | -9.3% | 6.1% | 0.3 | -1.2% | 31.0%
COc1ccc(/C=N/n2nnnc2N)c(OC)c1 | 21.6% | 4.3% | -9.5% | -8.4% | -0.6% | -0.8% | -0.2 | 0.5% | 4.8%
CCN1CCN(S(=O)(=O)c2ccc(OC)c(Br)c2)CC1 | 0.5%[12.7 µM] | 2.1% | 5.6% | -17.3%[57.1 µM] | -13.4% | 9.9% | 6.4 | -0.2% | -11.5%
Cc1cccc(C(=O)NC(=S)NNC(=O)COc2ccc(Cl)cc2)c1 | 3.16µM* | 15.3% | 12.1% | u | 0.5% | -16.4% | -1.2 | -1.6% | u
Nc1nonc1-n1nnc(C(=O)N/N=C/c2ccccc2Cl)c1-c1ccc2c(c1)OCO2 | 8.8%[0.0925 µM] | -2.6% | 4.5% | 0.8% | -0.5% | -4.6% | 0.5 | 3.0% | 13.2%
CCOc1ccc(NC(=O)C2C3C=CC4(O3)C2C(=O)N(Cc2cccnc2)C4C(=O)NC2CCCCC2)cc1 (stereo not drawn) | 10.5% | 0.2% | 4.8% | -2.5% | -1.5% | -15.6% | -2.1 | 3.0% | 29.7%
C#CCn1c(S(=O)(=O)Cc2ccc(F)cc2)nc(-c2ccccc2)c1-c1ccccc1 | u | -0.5% | -3.6% | -25.2% | -0.4% | -2.5% | 3.6 | i | 3.2%
CC1C(=O)Nc2ccccc2N1C(=O)c1ccc(Cl)cc1 (stereo not drawn) | 20.5% | -0.9% | 1.5% | -6.8% | 0.8% | -0.5% | -0.8 | -3.0% | 23.0%
CCOC(=O)c1c(S(=O)(=O)N2CCCC(C(=O)Nc3cccc(Cl)c3)C2)c(C)n(C)c1C (stereo not drawn) | -18.6%[59 µM] | -0.8% | 0.5% | -31.3% | 2.9% | -1.8% | -3.1 | i | 4.3%
COc1ccc(-c2csc(NC3OC(=O)c4ccccc43)n2)cc1 (stereo not drawn) | 0.9%[59 µM] | 15.1% | 5.6% | -28.2% | 7.0% | -28.3% | -0.8 | 2.4% | 2.5%
CCOc1ccc(-c2c(C)n([O-])c3c([n+]2=O)CCCC3)cc1 | -5.0% | 5.2% | -1.1% | -2.9% | 3.1% | 6.2% | 3.9 | 6.7% | 10.9%
COC(=O)c1cc2oc3ccccc3c2n1Cc1c(F)cccc1Cl | 13.4%[59 µM] | 2.6% | -3.4% | -17.1% | 5.4% | 5.8% | -5.6 | x | 36.8%
CCCCN(CC(=O)NCCOC)C(=O)Cn1nnc2ccccc21 | 22.9% | 8.7% | 2.2% | -20.3% | -11.2% | 2.8% | -0.1 | i | 20.7%

Compound activity: PubChem BioAssay, National Center for Advancing Translational Sciences (NCATS)
